From PubChem BioAssay
MT1-MMP txn act – MT1-MMP promoter transcription activation; hit rate 0.16% among 86,000; HT1080 MT1-MMP promoter luciferase reporter, luminescence, overnight; active compounds read high; activation factor at 10 µM;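 active means activation factor of at least 2 for MT1-MMP transcription at 10 µM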
E coli WT exp – E. coli BW25113 growth inhibition, expanded screen. OD600 absorbance. growth inhibition, % at 100 µM. hit rate 0.15% among 98,000. AID 710;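 active means growth inhibition above about 50% at one test dose, limit read from the data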;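 further: growth measured after 20 h incubation at 37 °C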
ERa SRC1 inh – blocks coactivator binding to human estrogen receptor alpha; TR-FRET ER-alpha LBD / SRC-1 peptide, estradiol-bound; inhibition, % at 25.6 µM; hit rate 1.7% among 86,000; AID 629; in the data active means inhibition above about 50%;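 further: 0% = receptor plus peptide control and 100% = peptide only without receptor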
PLAP act – activates human placental alkaline phosphatase. P05187. purified PLAP enzyme, luminescent substrate read-out; active compounds read high. hit rate 1.2% among 96,000. activation fold at 20 µM. AID 696; in the data active means activation fold above about 2
Mac1 fbg enh – CD11b/CD18-fibrinogen binding enhancement | P05107+P11215 | K562 CD11b/CD18 adhesion to fibrinogen, ATPlite luminescence | activation, % at 10 µM | hit rate 0.07% among 93,000 | AID 1499;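 active means 10 µM primary screen giving 50% or more activity, confirmed by 40% or more on retest at that dose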; further: strong numbers were not always called active; reference of the scale not given here
FAK inh – FAK (human) kinase inhibition | hit rate 0.84% among 97,000 | Q05397 | biochemical FAK kinase activity assay | AID 727 | inhibition, %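 (tested at 7 µM)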; in the data active means inhibition above about 19%;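 further: 0% = DMSO and 100% = reference compound high control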
Target sequence (Q05397 whole entry, looked up): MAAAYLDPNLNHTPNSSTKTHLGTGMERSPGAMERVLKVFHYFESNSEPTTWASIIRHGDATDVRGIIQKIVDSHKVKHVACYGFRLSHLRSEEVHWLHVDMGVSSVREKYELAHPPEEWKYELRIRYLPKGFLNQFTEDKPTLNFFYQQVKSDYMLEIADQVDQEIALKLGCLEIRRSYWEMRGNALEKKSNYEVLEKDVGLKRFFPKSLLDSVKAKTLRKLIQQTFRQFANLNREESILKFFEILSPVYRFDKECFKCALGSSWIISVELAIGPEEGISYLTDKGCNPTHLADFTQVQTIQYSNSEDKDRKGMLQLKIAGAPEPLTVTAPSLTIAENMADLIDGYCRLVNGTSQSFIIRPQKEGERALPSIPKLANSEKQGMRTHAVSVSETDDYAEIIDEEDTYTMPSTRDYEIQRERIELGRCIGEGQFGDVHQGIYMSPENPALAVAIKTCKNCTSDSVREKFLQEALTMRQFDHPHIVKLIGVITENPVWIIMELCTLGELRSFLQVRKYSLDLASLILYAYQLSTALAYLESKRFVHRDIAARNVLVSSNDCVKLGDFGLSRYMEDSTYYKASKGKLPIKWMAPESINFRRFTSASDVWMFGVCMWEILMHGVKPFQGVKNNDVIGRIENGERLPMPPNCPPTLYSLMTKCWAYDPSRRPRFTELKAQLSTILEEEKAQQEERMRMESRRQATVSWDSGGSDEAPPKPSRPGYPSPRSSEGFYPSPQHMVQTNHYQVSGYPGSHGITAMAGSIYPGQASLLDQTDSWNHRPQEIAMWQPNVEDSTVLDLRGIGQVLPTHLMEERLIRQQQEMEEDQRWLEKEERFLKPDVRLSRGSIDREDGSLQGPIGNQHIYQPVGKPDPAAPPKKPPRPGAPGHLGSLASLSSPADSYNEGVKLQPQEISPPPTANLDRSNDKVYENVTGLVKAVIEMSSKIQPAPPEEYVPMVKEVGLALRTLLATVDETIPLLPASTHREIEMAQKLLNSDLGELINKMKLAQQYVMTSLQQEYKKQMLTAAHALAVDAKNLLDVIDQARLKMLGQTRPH
ERb coact inh – blocks coactivator binding to human estrogen receptor beta; TR-FRET ER-beta LBD / SRC1-Cy5 peptide binding; receptor agonist-loaded with 1 µM estradiol; inhibition, % at 25.6 µM; hit rate 1.3% among 86,000;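 active means compounds whose percent inhibition of the receptor-coactivator binding signal exceeds about 50% in the single-dose screen, limit read from the data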;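 further: 0% = receptor plus peptide wells without compound and 100% = peptide-only wells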
ERa SRC1 pot – ER-alpha (human) coactivator binding potentiation | P03372 | TR-FRET ERalpha-LBD/SRC-Cy5 coactivator binding, 2 h; 100 = basal binding, no effect | coactivator binding (% of control), % at 25.6 µM | hit rate 1.3% among 86,000 | AID 639; in the data active means activity above about 200%;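 further: binding measured in presence of low estradiol as agonist stimulus; 0% = peptide alone without receptor and 100% = receptor with peptide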
Mac1 fbg inh – blocks human CD11b/CD18 adhesion to fibrinogen; P05107+P11215; K562 CD11b/CD18 adhesion to fibrinogen, ATPlite luminescence; Mn2+ added to activate the integrin; inhibition, % at 10 µM; hit rate 0.54% among 93,000; AID 1497;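 active means primary inhibition of 50% or more at 10 µM, then 40% or more on retest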; further: some results filed as inactive read as strong as hits
* marks the source's active call; other numbers are inactive results; . = no result given; [ ] = another dose, or the depositor's remark.

SMILES | MT1-MMP txn act | E coli WT exp | ERa SRC1 inh | PLAP act | Mac1 fbg enh | FAK inh | ERb coact inh | ERa SRC1 pot | Mac1 fbg inh
CC1CCN(c2c(NCC3CCC(C(=O)N4CCCCC4)CC3)c(=O)c2=O)CC1 (stereo unspecified) | . | 0 | 7[fluorescence artefact?] | 1.2 | -1 | 1 | 0[fluorescence artefact?] | 91[fluorescence artefact?] | 7
COc1ccc(OCC(=O)N2CCOCC2)cc1 | 1.2 | -2 | -2[fluorescence artefact?] | 0.9 | -1 | 4 | -2[fluorescence artefact?] | 104 | -1
CCOc1ccc(C(C)=O)cc1CN1C(=O)NC2(CCCCC2C)C1=O (stereo unspecified) | 1.2 | 6 | 9 | 1 | -2 | 0 | 7 | 129 | -1
Cc1cccc(-n2nnnc2SC(C)C(=O)NCCC2=CCCCC2)c1 (stereo unspecified) | 1.1 | 6 | -30 | 1.4 | 5 | 1 | -25 | 106 | 20
Cc1cc(C)n2nc(SCc3cc(=O)oc4ccc5ccccc5c34)nc2n1 | . | -1 | . | 1 | 1 | 3 | . | . | -10
Cc1[nH]c2ccccc2c1C1=CN2CCS(=O)(=O)N=C2S1 | 1.1 | -7 | -8 | 1 | -3 | 2 | 2 | 100 | -16
Cc1nn(CC(O)Cn2c3c(c4ccccc42)CCN(C)C3=O)c(C)c1Br (stereo unspecified) | 1.1 | -3 | -8 | 1.5 | 0 | 0 | -1 | 95 | 12
CCOc1ccccc1OCc1nn2c(-c3ccc(C)cc3)nnc2s1 | 1.3 | -8 | 10[fluorescence artefact?] | 0.4 | 22 | 0 | -2 | 94 | -30
COc1ccc(S(=O)(=O)Nc2cc(C)c(O)cc2C(C)C)cc1 | 1.1 | 4 | -28 | 0.9 | -2 | -1 | -24[fluorescence artefact?] | 84 | -13
Cc1cc2sc(C(=O)O)c(C)c2s1 | 1.2 | . | 21 | . | . | -7 | -2 | 105 | .
O=C(O)C1C2C=CC(C2)C1C(=O)NC1CCS(=O)(=O)C1 (stereo unspecified) | 1.1 | 2 | 10 | 0.9 | 0 | -1 | 8 | 103 | 4
Cc1ccc(-c2csc(-c3c[nH]c4ccccc34)n2)cc1 | . | 1 | . | 1 | -4 | -1 | . | . | 7
O=C(c1cc2ccccc2o1)N1CCN=C1SCc1cccc(F)c1 | 1.1 | -3 | -5 | 0.8 | -1 | -6 | -7[fluorescence artefact?] | 120 | 7
N#CCc1ccc(NS(=O)(=O)c2ccc(N3CCCC3=O)cc2)cc1 | 1 | 6 | -1 | 1 | -4 | . | -11 | 113 | 7
CCOC(=O)c1[nH]c(C)c(C(=O)Nc2cc(Cl)ccc2C)c1C | 0.5 | -6 | 4 | 1.1 | -1 | . | -2[fluorescence artefact?] | 100 | 14
O=C1c2ccccc2-c2nc3ncnn3c(-c3ccccc3Cl)c21 | 1.1 | -7 | 6 | 1 | -2 | 4 | 5[fluorescence artefact?] | 79 | 0
CN(CCc1ccccn1)S(=O)(=O)c1ccc(F)cc1 | 1.1 | -2 | 0 | 1.1 | -2 | 5 | -1 | 114 | -3
COc1cc(C(=O)NCC2CCCO2)ccc1OCc1c(C)noc1C (stereo unspecified) | 1.1 | -7 | -6 | 1.1 | 0 | -3 | -2 | 120 | 7
CN1CC2(C)CN(C(c3ccccc3)c3ccccc3)CC(C)(C1)C2O (stereo unspecified) | 1.1 | 0 | 44 | 0.9 | 0 | . | 57* | 84 | 1
COc1ccc(OC)c(NC(=O)c2cc3n(n2)C(C(F)(F)F)CC(c2ccc4c(c2)OCO4)N3)c1 (stereo unspecified) | 1 | . | 4[fluorescence artefact?] | . | . | 1 | 2 | 107[fluorescence artefact?] | .
C=CCN1C(=O)CSc2ccc(C(=O)N3CCC(C)CC3)cc21 | 1.1 | 3 | -3[fluorescence artefact?] | 1.1 | 2 | 1 | 1[fluorescence artefact?] | 123[fluorescence artefact?] | -12
CCOC(=O)c1ccc(OCc2nc(-c3cccs3)no2)cc1 | . | 1 | 12[fluorescence artefact?] | 0.9 | -5 | 0 | 22 | 103 | -4
Nc1ccccc1NC1=CC(=O)CC(c2ccco2)C1 (stereo unspecified) | 1.1 | 0 | -9[fluorescence artefact?] | 1.1 | -1 | -1 | 0 | 78 | 4
CCOC(=O)C1CCN(c2c(NCCCN3CCN(Cc4ccccc4)CC3)c(=O)c2=O)CC1 | 1.2 | 1 | -4 | 1.4 | -2 | -5 | -4 | 142 | -15
N#CC1=C(SCc2ccccc2)NC(=O)CC1c1cccc(O)c1 (stereo unspecified) | 1 | 6 | 3 | 0.8 | 1 | 1 | -4 | 89 | -4
O=C(CCCN1C(=O)c2ccccc2C1=O)Nc1ccc(Br)cn1 | 1.3 | 1 | -12 | 0.8 | 0 | . | 8 | 112 | 0
S=C(NCCc1ccccc1)NC1CCCCCC1 | . | 9 | . | 0.9 | 1 | 2 | . | . | -30
CCCC(=O)C1CCN(Cc2ccccc2)CC1 | 1 | 0 | -9 | 0.8 | -2 | -1 | -5 | 96 | -13
NS(=O)(=O)c1ccc(NC(=O)COC(=O)CCNC(=O)NC23CC4CC(CC(C4)C2)C3)cc1 | 1 | 0 | 30 | 1.4 | -3 | 5 | 40[fluorescence artefact?] | 57 | -13
Cn1nnc2c(N3CCCCC3)nccc21 | 1.6 | 3 | -8 | 1 | 2 | 4 | -4 | 108 | -4
Cc1ccc(S(=O)(=O)c2nc(S(C)(=O)=O)sc2N(C)C)cc1 | 1.1 | 0 | 5[fluorescence artefact?] | 1.1 | -3 | 0 | 0[fluorescence artefact?] | 121[fluorescence artefact?] | 14
Cc1cc(C(F)(F)F)c(C#N)c(=O)[nH]1 | 1 | . | 31 | . | . | -1 | 0 | 97 | .
C=CCn1c(-c2ccco2)n[nH]c1=S | 1 | 6 | -2[fluorescence artefact?] | 0.9 | 3 | -12 | 1 | 99[fluorescence artefact?] | -6
COc1ccc(CN2CCC(CNC(=O)NC3CCCCC3)CC2)cc1 | 1.1 | 6 | 0 | 1.6 | -4 | -2 | -2[fluorescence artefact?] | 100 | -12
CCN(CC)S(=O)(=O)c1ccc2c(c1)nc(SCn1nnc3ccccc3c1=O)n2CC | 1.1 | -4 | -1 | 1.2 | 1 | -3 | -3 | 108 | 4
Cc1ccc(C2C(C#N)C(C#N)N3CCCN23)cc1 (stereo unspecified) | 1.1 | 0 | -8 | 1.1 | -3 | 7 | -2 | 112 | 31
CCn1c(-c2csc(-c3ccccc3)n2)n[nH]c1=S | . | -1 | -3 | 1.1 | -10 | 2 | -13 | 114 | -7
CN(N)C(=S)NCc1ccccc1 | 1.1 | 0 | 1 | 1 | -2 | -4 | -9 | 89 | -3
COc1ccc(CCNC(=O)CN2CCC(n3nnc4cc(F)ccc43)CC2)cc1OC | 1.1 | 4 | -8 | 1.6 | -4 | . | -11 | 119 | -2
CC(=O)CC(C)=NCCN=C(C)CC(C)=O | 1.1 | 4 | -15 | 1.1 | -5 | 2 | -12 | 114 | -10

Retrieved by compound from above, 5 records:
SMILES | MT1-MMP txn act | E coli WT exp | ERa SRC1 inh | PLAP act | Mac1 fbg enh | FAK inh | ERb coact inh | ERa SRC1 pot | Mac1 fbg inh
Cc1ccc(S(=O)(=O)c2nc(S(C)(=O)=O)sc2N(C)C)cc1 | 1.1 | 0 | 5[fluorescence artefact?] | 1.1 | -3 | 0 | 0[fluorescence artefact?] | 121[fluorescence artefact?] | 14
CN(N)C(=S)NCc1ccccc1 | 1.1 | 0 | 1 | 1 | -2 | -4 | -9 | 89 | -3
CCn1c(-c2csc(-c3ccccc3)n2)n[nH]c1=S | . | -1 | -3 | 1.1 | -10 | 2 | -13 | 114 | -7
COc1ccc(CCNC(=O)CN2CCC(n3nnc4cc(F)ccc43)CC2)cc1OC | 1.1 | 4 | -8 | 1.6 | -4 | . | -11 | 119 | -2
COc1ccc(CN2CCC(CNC(=O)NC3CCCCC3)CC2)cc1 | 1.1 | 6 | 0 | 1.6 | -4 | -2 | -2[fluorescence artefact?] | 100 | -12

Next structures.
SMILES | MT1-MMP txn act | E coli WT exp | ERa SRC1 inh | PLAP act | Mac1 fbg enh | FAK inh | ERb coact inh | ERa SRC1 pot | Mac1 fbg inh
Cc1ccsc1C(=O)Nc1cc(C(C)(C)C)nn1-c1ccccc1 | . | -3 | . | 1 | -4 | -1 | . | . | -6
Cc1cc2c(c(=O)o1)C1(C(=O)N(CC(=O)O)c3ccccc31)C(C#N)=C(N)O2 (stereo unspecified) | 1 | -5 | 22 | 1 | . | 1 | 28 | 76 | .
COC(=O)c1ccccc1OCC(=O)N1CCN(c2ccc(OC)cc2)CC1 | . | 6 | . | 0.9 | 2 | -4 | . | . | 7
CCn1c(SCC(=O)c2[nH]c(C)c(C(C)=O)c2C)nnc1-c1ccccc1 | 1.4 | 1 | 13 | 1.1 | -5 | -2 | 3 | 78 | 28
COc1cc(-c2nnc(CSc3nc4ccccc4s3)o2)cc(OC)c1OC | 1.3 | -12 | 1 | 1.5 | 4 | 2 | 8 | 114 | 3
Cc1cc[n+](-c2nc3ccccc3nc2C(=C=[N-])C#N)cc1 | 1.2 | 1 | -2 | 0.7 | -2 | 0 | 7 | 65[fluorescence artefact?] | 13
CCCOC(=O)c1ccc(NC(=O)c2cc(OC)c(OC)c(OC)c2Br)cc1 | . | -15 | . | 1.5 | -3 | -3 | . | . | -24
CCCS(=O)(=O)N1CCN(C(=O)COc2ccc(-c3ccccc3)cc2)CC1 | 1 | -15 | 30 | . | . | . | 23[fluorescence artefact?] | 76 | .
COc1ccc(-c2nn3c(C4CCCCC4)nnc3s2)cc1OC | 1 | 9 | -4 | 1.6 | 1 | 6 | 28 | 93 | -1
Cn1c(=O)c2c(nc(Br)n2CCSc2nc3ccccc3o2)n(C)c1=O | 1 | -1 | 5 | . | . | -1 | -5[fluorescence artefact?] | 105 | .
COc1cccc(C2/C(=C(/O)c3ccccc3)C(=O)C(=O)N2CCCC(=O)O)c1 (stereo unspecified) | 0.9 | 5 | 1 | 1 | -1 | -4 | -8 | 134 | 2
CC(=O)Nc1ccc(NC(=O)CN(c2ccc(C34CC5CC(CC(C5)C3)C4)cc2)S(C)(=O)=O)cc1 | . | -2 | . | 1 | 2 | -1 | . | . | -12
COc1cc(-c2noc(CCCC(=O)NC3CCCCC3)n2)cc(OC)c1OC | 1 | 9 | -7 | 1.9 | -2 | -4 | -5 | 107 | 2
O=C(CC1C(=O)NCCN1C(=O)Nc1ccccc1)Nc1cccc(C(F)(F)F)c1 (stereo unspecified) | 1.1 | -6 | -16 | 0.9 | 2 | 0 | -27 | 107 | -1
Cc1nn(-c2cc(N3CCOCC3)ccc2[N+](=O)[O-])c(=O)c2ccccc12 | 1.1 | 4 | 37 | 0.9 | -1 | 0 | -3 | 89[fluorescence artefact?] | 4
Cc1onc(-c2ccccc2)c1C(=O)n1cccn1 | 1.1 | 2 | -7 | 0.8 | -1 | 0 | -7 | 100 | 6
Cc1nn(Cc2ccc(Cl)cc2)c2sc(C(=O)OCC(N)=O)cc12 | 0.9 | 0 | 1 | 0.8 | 0 | 0 | 1 | 97 | -37
COc1cc(Nc2cc(C)nc3ncnn23)cc(OC)c1OC | 1 | 7 | -1 | 1.4 | 2 | . | -5 | 93 | 6
CN(C)Cc1cc(CN(C)C)c(O)c(CCc2ccccc2)n1 | 1.1 | 5 | -7 | 0.9 | -4 | -1 | -2 | 117 | -4
COc1ccc2c(c1OC)C(=O)N(c1cccc(C)c1)C2=O | 1.3 | 3 | -3 | 0.9 | 0 | -7 | 1[fluorescence artefact?] | 131 | -4
CC12C=CC3(CN(Cc4ccccc4)C(=O)C3C1C(=O)NCc1ccco1)O2 (stereo unspecified) | 1.1 | 5 | 4 | 1.1 | -7 | -3 | -2 | 91 | -12
FC(F)(F)c1cccc(NC(=S)NCc2ccccc2)c1 | . | 34 | . | 1 | -9 | 3 | . | . | -1
Cc1cn(C(=O)c2cccc(Br)c2)c(C)n1 | 1.1 | -20 | . | 1.1 | 8 | 2 | . | . | -14
CCC(=O)N1CCn2c1nc1ccccc12 | 1.1 | 8 | 5 | 0.9 | . | 1 | 55*[fluorescence artefact?] | 91 | .

Not a hit list. Share with any hit: about 5.1%.
